High-throughput results as filed in PubChem BioAssay.
SENP7 block – SENP7 protease inhibitors, primary screen, biochemical, luminescence, uHTS; Sentrin-specific protease 7 (Homo sapiens), Q9BQF6; recombinant SENP7, Z-RLRGG-aminoluciferin luminescence, 40 min; inhibition, % at 5 µM; 330,000 compounds, 1.5% hits;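 active = inhibition above about 50% at the single test dose, limit read from the data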;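 also: plate controls were DMSO with enzyme for no effect and no enzyme buffer wells for full effect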
Target sequence (Q9BQF6 706-1050 limits assumed): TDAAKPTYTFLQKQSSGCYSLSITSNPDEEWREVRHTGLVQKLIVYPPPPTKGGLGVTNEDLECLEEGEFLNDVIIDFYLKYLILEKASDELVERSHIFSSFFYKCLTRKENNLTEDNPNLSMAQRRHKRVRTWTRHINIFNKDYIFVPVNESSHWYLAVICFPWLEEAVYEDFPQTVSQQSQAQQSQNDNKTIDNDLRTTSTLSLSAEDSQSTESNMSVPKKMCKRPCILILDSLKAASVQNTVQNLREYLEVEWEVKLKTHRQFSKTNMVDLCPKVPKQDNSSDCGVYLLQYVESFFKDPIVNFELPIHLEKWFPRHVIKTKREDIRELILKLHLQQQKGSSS
SENP6 block – SENP6 protease inhibitors, primary screen, biochemical, luminescence, uHTS; 330,000 compounds, 1.8% hits; AID 2599, 2010; Recombinant SENP6 catalytic domain, aminoluciferin luminescence; inhibition, % at 10 µM; Sentrin-specific protease 6 (Homo sapiens), Q9GZR1;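 active = inhibition above about 50% at the single tested dose, limit read from the data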;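 also: plate controls were DMSO wells with enzyme for no effect and DMSO wells lacking enzyme for full effect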
Target sequence (Q9GZR1 628-1112 limits assumed): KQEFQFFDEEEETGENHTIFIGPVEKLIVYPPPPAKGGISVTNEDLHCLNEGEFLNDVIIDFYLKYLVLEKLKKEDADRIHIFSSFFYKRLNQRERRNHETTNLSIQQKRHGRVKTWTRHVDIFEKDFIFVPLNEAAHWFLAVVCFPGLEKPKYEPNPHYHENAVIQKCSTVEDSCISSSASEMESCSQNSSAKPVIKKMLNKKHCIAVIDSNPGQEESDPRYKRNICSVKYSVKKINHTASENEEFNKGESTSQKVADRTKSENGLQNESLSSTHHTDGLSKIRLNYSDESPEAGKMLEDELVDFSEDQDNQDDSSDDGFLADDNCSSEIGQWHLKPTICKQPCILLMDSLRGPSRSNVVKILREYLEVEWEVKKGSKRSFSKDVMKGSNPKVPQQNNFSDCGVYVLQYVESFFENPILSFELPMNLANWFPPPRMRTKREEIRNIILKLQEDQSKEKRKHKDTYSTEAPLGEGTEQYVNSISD
SENP1 FRET inh – human SENP1 catalytic domain inhibitors, primary screen, biochemical, FRET, uHTS | Sentrin-specific protease 1 (Homo sapiens), Q9P0U3 | recombinant SENP1 catalytic domain, CyPet-SUMO1-YPet FRET cleavage | inhibition, % at 10 µM | 360,000 compounds, 0.21% hits | AID 624204, 2012;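 active = inhibition at least 30% at 10 µM, raw YFP signal under a set limit, fluorescence ratio 0.5 to 1.5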;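 also: 0% = enzyme with DMSO and 100% = no enzyme wells; some results filed as inactive read as strong as hits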
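system = hSENP1 catalytic domain, recombinant | reagent = SFCypet-SUMO1-SFYpet substrate at 25 nM | doses = one dose per compound, 10 µM, 0.5% DMSO | incubation = enzyme reaction for 50 min at room temperature, dark | measured by = FRET, CFP and YFP emission | controls = no-enzyme low, enzyme-DMSO high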
HKDC1 inhibitor – HKDC1 hexokinase inhibitors, primary screen, biochemical, fluorescence, uHTS | AID 493160, 2011 | 340,000 compounds, 0.16% hits | recombinant HKDC1, G6PDH/diaphorase resazurin coupled fluorescence | inhibition, % at 20 µM | Q2TB90;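 active = inhibition above about 35% when tested at 20 µM, limit read from the data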;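 also: plate controls were DMSO wells with enzyme for no effect and DMSO wells lacking enzyme for full effect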
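Test system: recombinant HKDC1 (HK5) hexokinase enzyme, produced in-house; Amount: enzyme 5 µg/mL final; Buffer or medium: Tris pH 8.0 buffer with MgCl2, Tween-20, BSA, BME; Reagent: glucose and ATP substrates; Doses: 20 µM test compound, 1% DMSO; Incubation: 90 min reaction incubation at room temperature, dark; Detection: resorufin fluorescence at 613 nm.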
PfG6PD inh – PfG6PD enzyme inhibitors, primary screen, biochemical, fluorescence intensity, uHTS; AID 504690, 2011; PfGluPho enzyme, NADPH resazurin-diaphorase fluorescence; glucose-6-phosphate dehydrogenase-6-phosphogluconolactonase (Plasmodium falciparum 3D7); 350,000 compounds, 0.78% hits; inhibition, % at 20 µM;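 active = inhibition reaching at least a set limit at 20 µM in the primary screen, cut at about 59% in these data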;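 also: 0% = DMSO wells with substrate and 100% = DMSO wells lacking glucose-6-phosphate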
SENP8 block-1 – human SENP8 protease inhibitors, primary screen, biochemical, fluorescence, Nedd8 protein substrate, uHTS. recombinant SENP8. Sentrin-specific protease 8 (Homo sapiens), Q96LD8. AID 602440, 2012. 360,000 compounds, 0.64% hits. inhibition, % at 20 µM; in the data active = inhibition mostly above about 40%, no sharp cut-off; inactive = mostly below about 27%
Apaf-1 inh – inhibitors of human Apaf-1 apoptosome, primary screen, biochemical, DEVD-Rh110 fluorescence, uHTS | Apoptotic protease-activating factor 1 (Homo sapiens), O14727 | reconstituted apoptosome caspase-3 activity | inhibition, % at 20 µM | 330,000 compounds, 0.71% hits | AID 489030, 2010; active = inhibition of at least 40% at 20 µM;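 also: plate controls were DMSO wells for no effect and DEVD-CHO caspase inhibitor wells for full effect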
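Material: reconstituted apoptosome with Apaf-1, cytochrome c, caspase-9, procaspase-3, dATP / Buffer or medium: pH 7.5 Hepes buffer with CHAPS, BSA, DTT / Also added: cytochrome c with DEVD-Rh110 / Schedule: compound with Apaf-1, dATP, procaspase-3 30 min, then 50 min reaction, room temperature / Technique: rhodamine 110 fluorescence at Ex 480/Em 540 nm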
NALP3 yeast inh – NALP3 inflammasome inhibitors in reconstituted yeast, primary screen, luminescence, uHTS; inhibition, % at 10 µM; AID 2825, 2010; Yeast reconstituted NLRP3/ASC/caspase-1, beta-gal luminescence, 24 h; 330,000 compounds, 0.39% hits;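 active = inhibition of 50% or more; inactive = inhibition below 50%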;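 also: plate controls were induced DMSO wells for no effect and uninduced yeast grown without galactose for full effect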
SENP8 block-2 – SENP8 protease inhibitors, primary screen, biochemical, luminescence; Sentrin-specific protease 8 (Homo sapiens), Q96LD8; purified SENP8, Z-RLRGG-aminoluciferin cleavage; inhibition, % at 10 µM; 330,000 compounds, 1.2% hits; AID 2540, 2010; in the data active = inhibition above about 50%
* = called active by the depositor; i = inactive.

Below each compound: SENP7 block, SENP6 block, SENP1 FRET inh, HKDC1 inhibitor, PfG6PD inh, SENP8 block-1, Apaf-1 inh, NALP3 yeast inh, SENP8 block-2
(1) O=C(O)c1ccc(CSc2ccccn2)cc1
    0, -5, 2, -5, -9, 7, 11, 21, -2
(2) Cc1ccc(NC(=O)CN(C(=O)N2CCN(C)CC2)S(=O)(=O)c2ccc(C)cc2)cc1
    -4, 1, 1, -3, 3, 7, 2, 9, -2
(3) CC(=O)Oc1ccc(N(c2ccccc2)S(=O)(=O)c2ccc(C)cc2)cc1
    4, 3, -1, 4, 14, 10, 10, 18, 6
(4) O=C(COc1ccccc1)Nc1ccccc1Cl
    15, 21, -2, 14, -21, 15, -3, 37, 2
(5) O=C(Nc1ccc(Cl)cc1)C(c1ccccc1)N(CCO)CCO (stereo not drawn)
    0, 14, 2, 4, -10, 7, -15, -1, 12
(6) CC(C)NC(=S)NN=C1CCC(c2ccccc2)CC1 (stereo not drawn)
    11, 5, 0, -3, 7, 8, 4, 8, 5
(7) CCN(Cc1cc2ccccc2[nH]c1=O)S(=O)(=O)c1ccc(OC)cc1
    -1, 1, 2, 3, 6, -51, -4, -1, -3
(8) CCc1ccc(Nc2nnc(SCC(=O)Nc3cccc(S(=O)(=O)NC4=NCCCCC4)c3)s2)cc1
    -1, 1, 0, -3, 11, 20, 31, 13, -20
(9) Cc1ccc(CNC(=O)c2cn(C)c(=O)c3c2c2ccccc2n3C)o1
    5, 11, -33, 2, 33, -264, 4, 5, 6
(10) CCOc1cccc(C(=O)NNC(=O)C2C3C=CC(C3)C2C(=O)O)c1 (stereo not drawn)
    -4, -3, 2, -4, 1, 2, 7, -6, 8
(11) COc1ccc(C)cc1NC(=O)c1c([N+](=O)[O-])cnn1C
    2, -22, 1, -5, -8, 13, -6, 6, 0
(12) Cc1ccccc1/C(N)=N/OC(=O)c1ccc(F)cc1
    81*, 74*, 4, -4, -2, 10, 1, -14, 61*
(13) COCc1cc(C)nc(N)c1C#N
    -4, -18, -2, 7, -13, -478, 7, 6, -7
(14) CC(OC(=O)c1ccc(Cl)nc1)C(=O)Nc1ccc2c(c1)OCO2 (stereo not drawn)
    3, 0, -4, -2, 14, 2, -4, 8, -9
(15) O=C(Nc1cccc(S(=O)(=O)NC2=NCCCCC2)c1)c1ccc(Cl)cc1
    -7, -15, 2, -3, 10, 7, 8, 20, -6
(16) CC(=O)c1cccc(N2C(=O)Nc3ccccc3N2O)c1
    -11, -1, 1, -1, -14, 9, -3, -4, 4
(17) O=C(COC(=O)CCc1c[nH]c2ccccc12)Nc1ccccc1
    6, 0, 3, -2, 11, 7, -2, 2, 5
(18) CCc1ccccc1NC(=S)N(CCN(C)C)C(C)c1cccnc1 (stereo not drawn)
    8, -7, 3, -2, -16, 23, -13, -4, 2
(19) CCCSC1C(C)=C(C)C(=O)N1Cc1ccccc1 (stereo not drawn)
    3, 4, 1, -7, 3, 2, 13, 26, 8
(20) CCC(=O)N1CCN(c2ccc(NC(=S)NC(=O)COc3ccccc3)cc2)CC1
    8, 29, 2, -7, -1, 27, 18, 21, 9
(21) COc1ccc([N+](=O)[O-])cc1NC(=O)C1CCCO1 (stereo not drawn)
    3, -10, 2, -8, -4, 10, -8, 6, -4
(22) COc1ccc(NS(=O)(=O)c2cccs2)c(OC)c1
    -9, 0, 4, 4, 28, 19, -5, -8, 2
(23) O=S(=O)(Nc1cccnc1)c1cccs1
    -7, 13, 0, -3, 8, 11, 11, -10, -1
(24) O=C(CSc1nnc(-c2cc3ccccc3cc2O)n1Cc1ccco1)c1ccc(F)cc1
    -8, 2, 1, 1, -1, 0, 3, 12, -11
(25) O=C(NCCCNC(=O)c1cnccn1)c1ccc(Cl)cc1
    1, 12, 0, -6, -7, 16, -8, 8, 6
(26) CCOC(=O)C1=C(C)NC2=C(C(=O)CCC2)C1c1cn(Cc2ccc(Cl)cc2Cl)nc1-c1ccccc1 (stereo not drawn)
    0, -17, -67, 4, 13, i, 20, 8, -9
(27) O=C(O)CCCn1cc(NC(=O)COc2ccccc2F)cn1
    -8, -19, 0, 4, -19, 9, 0, 10, -7
(28) COc1ccc(/C(C)=N/Nc2ccccc2Cl)c(O)c1
    4, 34, 3, 3, 5, 12, -7, 2, 3
(29) O=c1[nH]c(-c2ccc(Cl)cc2)nc(=S)[nH]1
    3, -5, 2, -4, -14, 1, -11, 17, -4
(30) CCOc1ccc(Nc2nc(Cc3nnc(SCC(=O)NCC4CCCO4)n3C)cs2)cc1 (stereo not drawn)
    -1, -50, 2, 0, 39, -5, 9, 19, -12
(31) COCCNC(=O)c1ccc(Cn2c(=S)[nH]c3cc4c(cc3c2=O)OCO4)cc1
    -2, 3, 2, 2, 35, 15, -7, 3, -2
(32) CCOc1ncccc1C(=O)OCC(=O)c1cccc(Br)c1
    -2, -3, 1, -2, -5, -15, 10, 21, -2
(33) CCn1c(C)c(C(C)=O)c(N2CCCC2)nc1=S
    2, -6, 1, 2, 5, -1, -3, -13, 4
(34) Cc1ccccc1NC(=O)Cc1cn(C)c2ccccc12
    5, -18, -1, 1, 19, 7, 2, 13, -1
(35) O=C(Nc1ccc(C2SCCS2)cc1)c1ccccc1
    92*, 50, -1, 4, 26, -9, -23, 22, 53*
(36) O=C(COC(=O)CCNS(=O)(=O)c1ccccc1)NC(=O)c1ccccc1
    -6, 2, 1, -1, 6, 13, 0, 6, -3
(37) CCOC(=O)N1CCc2c(sc3nc4n(c(=O)c23)N=C(c2ccc(OC)cc2)CS4)C1
    -6, -3, -20, -1, 3, -87, -19, 12, 18
(38) CN(CCc1ccccn1)C(=S)NC(=O)c1ccco1
    2, 0, 0, -9, 6, 11, -3, 1, -2
(39) O=C(Nc1cc(S(=O)(=O)N2CCOCC2)ccc1N1CCCC1)c1cccnc1Cl
    -9, -27, 1, 7, -16, 15, 8, 2, -8
(40) CCNC(=O)NC(=O)C(C)OC(=O)c1oc2ccc(OC)cc2c1C (stereo not drawn)
    4, 10, -1, 5, 5, -274, -7, 7, 1
(41) CC(=O)N1N=C(c2ccncc2)OC1(Cc1ccccc1)Cc1ccccc1
    0, -15, 1, 0, -5, -429, 4, -5, 1
(42) O=C(Cc1ccc(Br)cc1)N1CCc2ccccc2C1
    -9, -4, 0, -5, 6, 2, 15, 33, -6
(43) CCC(C)CCN1CCN=C1N(C)C (stereo not drawn)
    10, -11, 0, -5, -8, 6, 2, 15, -10
(44) N#CCc1c(C#N)c(N)nc(N2CCCC(O)C2)c1C#N (stereo not drawn)
    -1, -5, -9, 1, -7, -55, -10, 25, 1
(45) CC1CN(CC(=O)Nc2ccc(S(N)(=O)=O)cc2)CC(C)O1 (stereo not drawn)
    0, 6, 2, -5, -3, 4, 0, -1, 6
(46) CN(Cc1ccccc1)C(=O)COC(=O)c1ccc(Cl)cc1N
    -6, 13, -1, -1, 11, -441, 13, 11, -8
(47) O=C(N/N=C\c1ccc(Cl)cc1)C1=NOC2COC3(CCN(c4ccc([N+](=O)[O-])cc4)CC3)OCC12 (stereo not drawn)
    9, 8, -15, -4, -14, 28, -3, 17, 10
(48) O=C(CCS(=O)(=O)c1ccc(Cl)cc1)N1CCN(c2ccc(F)cc2)CC1
    5, 0, 1, 2, 2, 10, -4, 28, 4
(49) COCc1c(C(=O)OCC(=O)Nc2ccc(OC(F)F)cc2)oc2ccccc12
    -5, -1, 2, 0, 11, 17, 3, 26, -11
(50) N#Cc1c(NC(=O)CSc2nnnn2C2CCCC2)sc2c1CCCC2
    -8, -22, 0, -9, -9, 8, 27, -8, -9
(51) Cc1cc(C(=O)CSc2nncs2)c(C)n1-c1c(C)n(C)n(-c2ccccc2)c1=O
    -6, -35, -1, 4, -13, 14, 2, 14, -5
(52) CC(=O)CSc1nc(N)c(C#N)c(-c2cccs2)c1C#N
    2, -30, 10, 6, -3, -37, 2, 3, -3
(53) CCOc1ccc(NS(=O)(=O)c2ccc(C)c(C(N)=O)c2)cc1
    11, -3, 1, -11, 4, 16, 1, 0, -3
(54) COc1ccc(NS(=O)(=O)c2cn(C)cn2)cc1
    -2, 1, 1, -4, -10, 3, -19, 13, -2
(55) CC1=CC2=NC(=O)/C(=C\c3cccn3CCOc3cc(C)ccc3C)C(=N)N2O1
    4, -6, -2, -5, 6, 1, 13, 20, 2
(56) COc1cc(/C=N/NC(=O)c2ccc3c(c2)OCO3)ccc1O
    -7, -10, 0, 3, -10, -102, -1, -6, -6
(57) CCOC(=O)[C@@H]1[C@H]2COc3ccc(Br)cc3[C@H]2N2C(=O)N(c3ccc(F)cc3)C(=O)[C@]12C
    4, 1, 0, 2, 10, 10, 15, -5, -7
(58) CCCNC(=O)c1ccc(C2SCC(=O)N2CCc2ccccc2)cc1 (stereo not drawn)
    5, 0, 3, -3, 11, 10, -5, 4, 0

An excerpt from above in order of the NALP3 yeast inh value, largest number first.
cpd | Structure | NALP3 yeast inh
42 | O=C(Cc1ccc(Br)cc1)N1CCc2ccccc2C1 | 33
32 | CCOc1ncccc1C(=O)OCC(=O)c1cccc(Br)c1 | 21
50 | N#Cc1c(NC(=O)CSc2nnnn2C2CCCC2)sc2c1CCCC2 | -8
